DRD3 agonist – D3 dopamine receptor (human) agonism. 0.58% of 410,000 active. D3R DiscoveRx beta-arrestin cells, luminescence, 90 min. P35462. max activation, %; in the data active means max activation above about 30%; further: 0% is about no effect; mostly tested at two doses, the higher about 12 µM
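Agonist-mode cell screen: cells plated at 1500/well and incubated overnight at 37 °C, then exposed to library compounds for 90 min at 37 °C. Detection reagent was added for 30–60 min at room temperature, and luminescence was read.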
Abeta rescue – A-beta toxicity reversal in yeast. yeast expressing A-beta42, growth rescue, OD600, 48 h; response scale: 0% DMSO, 100% iron-clioquinol control. Potency, µM (series often up to 46.1 µM), for inactives: at the top dose growth rescue, usual class: activators. 0.063% of 410,000 active. AID 1347071; further: potency means the concentration at half of the fitted maximal effect; nearly all actives have a fitted effect of over 55% in size
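Yeast A-beta toxicity model in growth medium with pinned compounds, 48 h at 30 C; growth read as absorbance at 600 nm. Normalized to FeCl3/clioquinol equimolar mix (positive) and DMSO (negative).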
D3 antag – D3 dopamine receptor (human) antagonism; P35462; D3R cells, DiscoveRx beta-arrestin luminescence, antagonist mode; stronger effect = lower value; max response, negative = inhibition, %; 2.5% of 360,000 active; AID 652054; in the data active means max response below about -50%; inconclusive means no clear call, values can overlap the other calls; further: on the % scale 0 is the no-effect control and ±100 the full control effect; mostly tested at two doses, the higher about 12 µM
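Cells plated overnight at 1500 cells/well, then exposed to library compounds with dopamine controls for 90 minutes at 37 degrees C. DiscoveRx reagent added for 30–60 minutes at room temperature; luminescence read, quantitative HTS format.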
EPAC2 antag – EPAC2 (human) antagonism; Q8WZA2; 0.18% of 360,000 active; AID 720708; Potency, µM (doses to about 114 µM), inactives show at the highest dose activity, negative = inhibition, actives largely listed as inhibitors; EPAC2 GEF exchange of Rap1B-BODIPY-GDP, fluorescence; further: potency means the concentration at half of the fitted maximal effect; on the % scale 0 is the no-effect control and ±100 the full control effect; nearly all actives have a fitted effect of over 45% in size; many of its hits are not listed in these tables
Target sequence (Q8WZA2 whole entry, looked up): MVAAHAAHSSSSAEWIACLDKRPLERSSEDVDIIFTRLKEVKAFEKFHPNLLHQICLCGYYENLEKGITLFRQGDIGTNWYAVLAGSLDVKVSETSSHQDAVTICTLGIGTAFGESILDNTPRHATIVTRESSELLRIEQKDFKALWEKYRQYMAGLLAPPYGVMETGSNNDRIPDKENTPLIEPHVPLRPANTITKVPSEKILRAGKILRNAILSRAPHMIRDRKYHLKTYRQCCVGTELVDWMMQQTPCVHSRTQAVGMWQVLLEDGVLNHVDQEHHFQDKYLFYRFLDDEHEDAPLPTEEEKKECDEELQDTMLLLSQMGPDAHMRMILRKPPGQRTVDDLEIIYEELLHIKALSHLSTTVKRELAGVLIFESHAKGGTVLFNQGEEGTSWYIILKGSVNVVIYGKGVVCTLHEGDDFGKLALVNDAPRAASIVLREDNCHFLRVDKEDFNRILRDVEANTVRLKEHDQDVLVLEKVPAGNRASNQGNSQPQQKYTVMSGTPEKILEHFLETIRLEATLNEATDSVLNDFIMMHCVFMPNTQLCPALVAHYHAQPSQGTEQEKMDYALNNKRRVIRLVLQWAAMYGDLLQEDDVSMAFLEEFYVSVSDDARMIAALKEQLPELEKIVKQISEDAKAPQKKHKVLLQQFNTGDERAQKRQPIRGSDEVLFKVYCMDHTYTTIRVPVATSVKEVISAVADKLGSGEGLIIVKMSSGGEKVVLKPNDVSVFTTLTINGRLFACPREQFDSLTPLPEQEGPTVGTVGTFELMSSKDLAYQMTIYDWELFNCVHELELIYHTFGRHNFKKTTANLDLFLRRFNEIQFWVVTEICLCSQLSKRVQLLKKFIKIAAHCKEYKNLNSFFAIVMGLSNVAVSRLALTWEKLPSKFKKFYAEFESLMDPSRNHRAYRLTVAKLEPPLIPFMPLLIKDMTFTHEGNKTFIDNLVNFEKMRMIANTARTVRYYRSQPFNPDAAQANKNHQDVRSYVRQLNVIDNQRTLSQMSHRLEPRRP
FUS suppressor – FUS proteinopathy suppression in yeast | 0.24% of 390,000 active | S. cerevisiae FUS-expressing, growth rescue, OD600, 24 h | AID 1347120 | Potency, µM (top dose mostly 76.6 µM), for the others: top-dose growth rescue (activation), usual class: activators;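 further: potency means the concentration at half of the fitted maximal effect; plate controls were DMSO vehicle for no effect and reference control for full effect; nearly all actives have a fitted effect of over 55% in size; some results filed as inactive show a strong effect at the top dose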
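Compound concentration series was pinned onto galactose-induced FUS-expressing yeast seeded at OD 0.005. Plates sat 24hr at 30C; absorbance at 600 nm gave growth. DMSO served as background control.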
aSyn rescue – alpha-synuclein toxicity inhibition in yeast. Yeast expressing alpha-synuclein, growth rescue, BacTiter-Glo, 24 h. Potency, µM (doses to about 46.1 µM), for inactives: top-dose growth rescue (activation), most hits filed as activators. 0.14% of 370,000 active; further: potency means the concentration at half of the fitted maximal effect; % of control where 0% means no effect; nearly all actives have a fitted effect of over 65% in size
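Readout is rescue of growth in alpha-synuclein-expressing yeast, so inhibitors of toxicity appear as activators. Growth after 24 hr at 30 deg C in galactose medium is quantified by luminescence.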
EPAC2 ag – EPAC2 (human) agonism; 0.079% of 360,000 active; AID 720711; Potency, µM (highest dose often 154 µM), inactives show top-dose activation, most hits filed as activators; EPAC2 activation, biochemical qHTS; response scale: 100% = 6.5 mM cAMP response; Q8WZA2; further: potency means the concentration at half of the fitted maximal effect; nearly all actives have a fitted effect of over 50% in size
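Each well held 100 nM EPAC2, 250 nM RAP1B-BODIPY-GDP and 50 uM GDP. Fluorescence, read at 5-min intervals to 30 min, was referenced to a 6.5 mM cAMP positive control.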
TDP43 rescue – rescues yeast growth from TDP-43 toxicity | 1.8% of 410,000 active | AID 652104 | Potency, µM (titrated, usually from 46.1 µM), for inactives: top-dose growth rescue (activation), most hits filed as activators | TDP-43 expressing yeast growth rescue, BacTiter-Glo, 24 h; further: potency means the concentration at half of the fitted maximal effect; % of control where 0% means no effect; nearly all actives have a fitted effect of over 50% in size
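In this qHTS, compounds that restore growth of yeast expressing TDP-43 appear as activators. Cells (OD600=0.02, galactose medium, raffinose-pregrown) are incubated with compound 24 hr at 30 deg C and growth is quantified by BacTiter-Glo.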
Active calls of the source: *; ? = inconclusive; . = not tested or not shown; & = joins results of further samples; [ ] = dose if it differs, or a comment. Unless noted, the call rests on the fitted dose curve; in most records, active means well fitted curve in the direction sought with a large enough effect; inconclusive means small, poorly fitted or top-dose-only effect, or another doubt; inactive means no such curve, though single readings can be large; an effect the other way counts as inactive or inconclusive.

SMILES	DRD3 agonist	Abeta rescue	D3 antag	EPAC2 antag	FUS suppressor	aSyn rescue	EPAC2 ag	TDP43 rescue
Cc1cc(C)c2c(=O)[nH]c(SCC(=O)c3ccc(F)c(C)c3)nc2n1	2	0%	7	2%	17%	-2%	0%	-1%
CCc1ccccc1NC(=O)COc1ccc2c(c1)OCO2	4	-14%	2	-23%	22%	1%	7%	?
C[C@H](NC(=O)Cc1cccc2ccccc12)C(=O)N1CCOCC1	9	?	4	7%	4%	1%	-1%	-10%
CCOC(=O)c1cc(-c2ccccc2)n(CCC(=O)Nc2ccccc2CC)c1C	-12	0%	.	.	1%	.	.	0%
COC(=O)[C@@]12CCCCN1[C@H](c1ccc(-c3ccc(C(C)=O)cc3)cc1)[C@@H]1C(=O)N(C)C(=O)[C@@H]12	-8	3%	?	-10%	3%	-2%	22%	17%
CCC1=Nc2cc(C(=O)N3CCC(C)CC3)ccc2Sc2ccc(C)cc21	-17	-37%	.	.	?	.	.	9%
Cc1cccc(-n2c(C)cc(/C=N/n3cnnc3)c2C)c1	-2	6%	30	17%	-8%	7%	-1%	12%
COc1ccc(NS(=O)(=O)c2ccc3[nH]c4c(c3c2)CCCC4)cc1Cl	3	9%	.	.	?	.	.	0%
COc1cccc(/C=C2\SC(N3CCC(C)CC3)=NC2=O)c1OC	-13	-13%	-17	7%	5%	1%	2%	?
CCOC(=O)c1cccc(NS(=O)(=O)c2ccc(-c3cnc(C4CC4)o3)cc2)c1	-12	20%	.	.	?	.	.	19%
C=CCOc1ccccc1NC(=O)CN1C(=O)CNC1=O	-9	5%	-16	3%	9%	-4%	10%	-10%
O=C(NCC1CCCO1)c1cccc(NC(=O)c2ccc(Br)cc2)c1 (stereo unspecified)	2	8%	-5	1%	19%	6%	-3%	-12%
CC(C(=O)N1CCc2ccccc21)N1CCN(Cc2ccccc2)CC1 (stereo unspecified)	-19	-16%	-22	2%	-16%	1%	7%	14%
CN=C1N(C)C[C@@H]2[C@@H]3C(=O)N(C)C(=O)[C@@H]3[C@](C)(C(=O)OC)N12	1	5%	3	1%	-23%	0%	-5%	-11%
Cc1ccc(S(=O)(=O)N2CCC(C(=O)NCc3ccccc3Cl)CC2)cc1	15&3	4%&-10%	-12	18%	4%&6%	4%	11%	23%&-20%
CCOP(=O)(c1ccc(N(C)C)cc1)C(O)c1c(Cl)cccc1Cl (stereo unspecified)	12	0%	-6	6%	15%	-11%	-1%	-2%
CSc1ccc(-c2nc3ncccn3c2Nc2ccc(C)c(C)c2)cc1	8	-14%	.	.	-19%	.	.	17%
COc1ccc2c(-c3ccccc3)cc(SC(C)C(N)=O)nc2c1 (stereo unspecified)	-1	3%	13	12%	20%	-2%	-5%	1%[9.22 µM]
NC(=O)C1CCN(c2ncnc3c2cnn3-c2ccccc2)CC1	7	-17%	.	.	-9%	.	.	16%
COc1cc(/C=N/NC(N)=S)ccc1OCc1ccc(C)cc1	-4	?	-14	?	13%	-12%	0%	?
CC1(NC(=O)CCNC(=O)c2ccc(C(C)(C)C)cc2)CCS(=O)(=O)C1 (stereo unspecified)	2	-2%	13	14%	-2%	3%	5%	12%
Cc1ccc(C(=O)c2cn(CC(=O)NCc3ccccc3Cl)c3nc(C)ccc3c2=O)cc1	5	-4%	.	.	22%	.	.	9%
CCCN1Cc2cccc(C(=O)Nc3ccc(OC)cc3OC)c2C1=O	-12	-19%	.	.	18%	.	.	?
C=CCn1c(SCc2ccc3nonc3c2)nnc1-c1cccs1	1	-3%	-24	-11%	18%	12%	11%	18µM*
COc1ccc(CCN(C)C(=O)C2CCN(C(=O)Nc3ccccc3)CC2)cc1OC	-3	3%	-1	-7%	9%	-1%	14%	-26%
C[C@@H]1Cc2[nH][nH]c(=O)c2[C@H](c2ccc(Cl)cc2)O1	7	9%	4	1%	0%	0%	7%	29%
COc1cccc(NC(=O)CN(Cc2ccccc2)S(C)(=O)=O)c1	1	13%	19	-2%	.	5%	-3%	4%
COc1ccc(CCC(=O)Nc2ccc(-c3noc(-c4ccc(OC)c(OC)c4)n3)cc2)cc1	26	-2%	48	1%	33%	3%	-2%	23%
CSc1ccc(CCNC(=O)C2=C(C)C(=O)OC23CCCCC3)cc1	-4	-6%	.	.	-14%	.	.	20%
CC(=O)NC(CCS(C)(=O)=O)C(=O)Nc1nc(C)cs1 (stereo unspecified)	-24	-17%	-28	6%	1%	0%	11%	-27%

By substructure: those above containing an NH in an aromatic ring
SMILES	DRD3 agonist	Abeta rescue	D3 antag	EPAC2 antag	FUS suppressor	aSyn rescue	EPAC2 ag	TDP43 rescue
Cc1cc(C)c2c(=O)[nH]c(SCC(=O)c3ccc(F)c(C)c3)nc2n1	2	0%	7	2%	17%	-2%	0%	-1%
COc1ccc(NS(=O)(=O)c2ccc3[nH]c4c(c3c2)CCCC4)cc1Cl	3	9%	.	.	?	.	.	0%
C[C@@H]1Cc2[nH][nH]c(=O)c2[C@H](c2ccc(Cl)cc2)O1	7	9%	4	1%	0%	0%	7%	29%

Following part.
SMILES	DRD3 agonist	Abeta rescue	D3 antag	EPAC2 antag	FUS suppressor	aSyn rescue	EPAC2 ag	TDP43 rescue
Cc1cc(C)c2nc(NC(=O)c3ccco3)sc2c1	-4	5%	12	-7%	5%	-19%	5%	20%
Cc1ccc(C)c(S(=O)(=O)N2CCN(C(=O)C(C)Sc3ccccc3)CC2)c1 (stereo unspecified)	-19	-6%	-19	-11%	.	13%	6%	?
C/C(=N\NC(=O)CN1CCCCC1)c1cccc([N+](=O)[O-])c1	-20	11%	-28	4%	9%	1%	10%	-3%
Nc1nc(/C=C/c2cccnc2)nc(-c2ccccc2O)n1	2	-14%	6	4%	19%	-10%	4%	?
COc1cccc2c1OCC/C2=N\NC(=O)COc1ccccc1C	0	14%	0	-4%	0%	8%	-1%	20%
O=C(Nc1ccc(F)cc1F)C1CCN(C(=O)c2cnn(-c3ccccc3)c2-n2cccc2)CC1	7	-5%	.	.	?	.	.	23%
COc1cc(/C=C(/C#N)c2ccccc2F)ccc1OCc1ccccc1	8	-5%	4	1%	14%	-12%	5%	4%
CC(C)CCSc1ncnc2c1oc1nc3c(cc12)COC(C)(C)C3	14	1%	8	-4%	15%	5%	7%	-10%
COc1ccc(CC(=O)NCC2CCCN(Cc3ccccc3Cl)C2)cc1 (stereo unspecified)	-11	-3%	4	-11%	18%	2%	0%	-2%
Cc1cc(SCC(=O)Nc2ncc(Cl)cc2Cl)nc2ccccc12	-1	-9%	-2	-6%	.	-2%	9%	13%
COc1ccc(N2CCN(CCS(=O)(=O)c3cc(Cl)ccc3Cl)CC2)cc1	1	-34%[inhibitor]	13	-3%	5%	-2%	10%	13µM*
CCC(=O)Nc1cccc(NC(=O)c2ccc3c(c2)OCCO3)c1	-4	26%	8	3%	19%	0%	7%	-8%
C=CCN1C(=O)/C(=C\c2ccc(OC(=O)c3ccco3)c(OC)c2)SC1=S	2	10%	-5	7%	-32%	-15%	5%	9%
O=c1[nH]c(CS(=O)(=O)c2ccccc2)nc2ccccc12	-4	3%	?	-1%	-11%	1%	11%	18%
COc1ccc(CN2CCN(S(=O)(=O)c3ccc(NC(C)=O)cc3)CC2)c(OC)c1OC	1&-8	5%&-19%	2	-8%	-25%&0%	-12%	-5%	6%&-9%
CCOC(=O)Cc1csc(NC(=O)CCN2C(=O)c3ccccc3C2=O)n1	-16	10%	1	-4%	-2%	0%	7%	-22%
COc1cc(C(=O)N/N=C/c2coc3ccc(Cl)cc3c2=O)ccc1O	3	-59%[inhibitor]	2	-1%	1%	-2%	5%	?
COc1cc(C2NC(C(=O)O)Cc3c2[nH]c2ccccc32)cc(OC)c1OC (stereo unspecified)	0	3%	17	16%	9%	1%	3%	-15%
CCc1ccccc1N(CC)C(=O)c1cc2c(s1)-c1ccccc1SC2	-8	-13%	.	.	16%	.	.	9%
COC(=O)c1cc(Br)ccc1-c1ccc(/C=N/n2nnnc2N)o1	0	4%	-11	1%	-25%	0%	10%	-5%
Cc1cccc(C(=O)NCC(=O)OCC(=O)NC2CCCCCCC2)c1	8	4%	17	4%	11%	3%	-7%	14%
COc1ccc(C(=O)NCCCSC)cc1OC1CCN(C(C)C)CC1	8	4%	24	11%	7%	3%	-2%	-7%
Cc1nn(CCCC(=O)Nc2cc(C(F)(F)F)ccc2Cl)c(=O)c2c1sc1ccccc12	-7	-1%	.	.	-12%	.	.	8%
CCCN(CCC)CCCNC(=O)c1nn(C)c2c1CS(=O)(=O)c1ccccc1-2	1	-8%	.	.	15%	.	.	16%
Cc1nnc(N2CCC(C(=O)NCc3ccc(F)cc3)CC2)c2nn(-c3ccc(Cl)cc3)c(C)c12	-6	-17%	.	.	0%	.	.	2%
O=C(Cn1ccc([N+](=O)[O-])n1)N1CCCCC1	6	.	7	6%	-11%	-1%	4%	12%
CC(C)n1c(/N=C/c2c[nH]c3ccccc23)nc2ccccc21	-14	-16%	-1	-27%	-4%	1%	20%	-1%
O=C(Cn1nnc(-c2cc(C(F)(F)F)cc(C(F)(F)F)c2)n1)NNC(=S)Nc1ccc(Cl)cc1	2	-9%	0	-24%	-6%	-1%	-9%	14%
CN(CC(=O)Nc1ccc(Cl)cc1)C(=O)CCNC(=O)c1ccc(Cl)cc1	1	-11%	6	-6%	10%	-4%	7%	18%
COc1ccccc1CNC(=O)CN(CCc1ccccc1)S(C)(=O)=O	3	-4%	6	-12%	5%	-4%	6%	-5%
Oc1ccccc1CNc1ccc(OC(F)(F)F)cc1	-3	9%	-5	?	-11%	-32%[inhibitor]	-5%	?
COc1ccc2c(c1OC)C(=O)N1N=C(c3ccccc3)CC21 (stereo unspecified)	-1	18%	14	-1%	-4%	2%	-8%	-3%
O=C(OCc1ccccc1)c1ccc2c(c1)-c1ccccc1C2=O	1	8%	54	3%	9%	3%	3%	16%
COc1ccc(NS(=O)(=O)c2ccc(C(=O)OC(C)C(=O)N3CCOCC3)cc2)cc1 (stereo unspecified)	-4	0%	0	-1%	12%	0%	-1%	10%
COc1ccc(N2CCN(CCNC(=O)CCC(=O)NNc3nc4ccccc4c4nc(C)nn34)CC2)cc1	-3	-4%	-13	-2%	-7%	-8%	9%	19%
COc1ccc(CNC(=O)CN2CCC(NC(=O)c3ccc(OC)cc3)CC2)cc1	-2	-4%	-2	10%	-11%	-3%	-4%	-23%
COc1cc(NC(=O)c2nc(-c3ccc(Cl)cc3)n3c2CCCCC3)cc(OC)c1OC	1	-1%	.	.	10%	.	.	0%

An excerpt (hit frequency here may not be typical).
